GoLoco inh red – qHTS Assay for Inhibitors of RGS12 GoLoco Motif Activity (Red Fluorophore) | actives 0.44% (n = 230,000) | Gai1:RGS12 GoLoco peptide FP, rhodamine, 10 min | Guanine nucleotide-binding protein G(i) subunit alpha-1 (Homo sapiens), P63096 | AID 880, 2007 | Potency, µM (top dose mostly 61.6 µM), for the others: at the top dose activity, negative = inhibition, hits mostly inhibitors; active = well fitted inhibition curve with a large enough effect, not every such curve was filed as active; inactive = no such curve, though single readings can be large or run the other way; note: % is set by controls: 0 for no effect and ±100 for the full control effect; nearly all actives have a fitted effect of over 30% in size; many of its hits are not listed in these tables
RECQ1 helicase – qHTS Assay for Inhibitors of RecQ-Like Dna Helicase 1 (RECQ1). ATP-dependent DNA helicase Q1 (Homo sapiens), P46063. RECQ1 DNA unwinding, red fluorescence kinetic read. Potency, µM (doses to about 57.3 µM), without a hit: at the highest dose activity, negative = inhibition, usual class: inhibitors. actives 0.54% (n = 240,000);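 note: plate controls were vehicle for no effect and no enzyme for full effect; nearly all actives have a fitted effect of over 30% in size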
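RECQ1T1 50 nM; forked duplex (20 bp + 30-nt ss tails) 200 nM, ATP 2 mM final; pH 8.0, 2 mM MgCl2, 2.5 ug/ml poly(dI-dC); 15 min compound preincubation; discontinuous kinetic read over 2 h at RT.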
TRb-SRC2 inh – qHTS for Inhibitors of the Interaction of Thyroid Hormone Receptor and Steroid Receptor Coregulator 2; Thyroid hormone receptor beta (Homo sapiens), P10828; TRbeta-SRC2 peptide binding, fluorescence polarization; receptor liganded with 1 µM T3; actives 0.065% (n = 280,000); Potency, µM (top dose mostly 106 µM), without a hit: top-dose activity change, negative = inhibition, hits mostly inhibitors;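 note: plate controls were bound peptide for no effect and peptide without receptor for full effect; nearly all actives have a fitted effect of over 50% in size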
Target sequence (P10828 whole entry, looked up): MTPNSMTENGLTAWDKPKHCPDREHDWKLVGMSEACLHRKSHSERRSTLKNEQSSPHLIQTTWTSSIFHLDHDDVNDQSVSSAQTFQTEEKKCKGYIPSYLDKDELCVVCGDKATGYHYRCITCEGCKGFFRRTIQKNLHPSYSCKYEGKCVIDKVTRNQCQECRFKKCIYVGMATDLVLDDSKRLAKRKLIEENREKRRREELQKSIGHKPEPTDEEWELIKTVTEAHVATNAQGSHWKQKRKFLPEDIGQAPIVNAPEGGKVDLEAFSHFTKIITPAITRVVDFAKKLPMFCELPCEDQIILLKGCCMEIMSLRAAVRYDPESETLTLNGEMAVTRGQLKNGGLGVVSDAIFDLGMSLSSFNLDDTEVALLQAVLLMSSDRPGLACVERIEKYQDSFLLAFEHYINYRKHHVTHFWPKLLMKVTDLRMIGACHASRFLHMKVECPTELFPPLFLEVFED
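A fluorescence polarization screen tested compounds at multiple concentrations against complex formation between 0.6 uM TRb ligand-binding domain and 20 nM Texas Red SRC2 peptide, with 1 uM T3 present; readout after 5 hr.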
ALDH1A1 block – qHTS Assay for Inhibitors of Aldehyde Dehydrogenase 1 (ALDH1A1); Aldehyde dehydrogenase 1A1 (Homo sapiens), P00352; Purified ALDH1A1, NADH fluorescence, propionaldehyde substrate; Potency, µM (highest dose often 75.3 µM), for the others: at the top dose activity, negative = inhibition, most hits filed as inhibitors; actives 7.3% (n = 220,000); AID 1030, 2008; active = well fitted inhibition curve with a large enough effect, not every such curve was filed as active; inconclusive = small, poorly fitted or top-dose-only effect, or another doubt; inactive = no such curve, though single readings can be large or run the other way;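 note: plate controls were no enzyme wells and a reference inhibitor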
JMJD2E inh – qHTS Assay for Inhibitors of Human Jumonji Domain Containing 2E (JMJD2E) | Potency, µM (doses to about 57.1 µM), inactives show at the top dose activity change, negative = inhibition, usual class: inhibitors | JMJD2E catalytic domain, FDH-coupled NADH fluorescence (FDH is formaldehyde dehydrogenase) | actives 1.6% (n = 230,000) | AID 2147, 2009; active = well fitted inhibition curve with a large enough effect, not every such curve was filed as active; inconclusive = small, poorly fitted or top-dose-only effect, or another doubt; inactive = no such curve, though single readings can be large or run the other way;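 note: 0% = wells with enzyme and -100% = buffer wells without enzyme; nearly all actives have a fitted effect of over 50% in size; many of its hits are not listed in these tables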
Target sequence (B2RXH2 1-337 limits assumed): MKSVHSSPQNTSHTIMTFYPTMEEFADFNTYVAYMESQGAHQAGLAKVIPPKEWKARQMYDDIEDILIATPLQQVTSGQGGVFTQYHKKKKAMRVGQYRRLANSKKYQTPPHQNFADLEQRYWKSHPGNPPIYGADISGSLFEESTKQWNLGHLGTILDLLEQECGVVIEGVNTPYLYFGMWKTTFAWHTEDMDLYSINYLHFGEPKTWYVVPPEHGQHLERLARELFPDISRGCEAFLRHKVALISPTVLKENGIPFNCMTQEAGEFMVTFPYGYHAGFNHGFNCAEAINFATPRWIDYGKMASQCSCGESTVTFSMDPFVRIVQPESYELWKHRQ
SMN2 splice up – qHTS Assay for Enhancers of SMN2 Splice Variant Expression; HEK293 SMN2-luciferase splicing reporter, luminescence, 30-36 h; Potency, µM (series often up to 46.1 µM), inactives show at the highest dose activity change, positive = activation, most hits filed as activators; actives 2.8% (n = 210,000); AID 1458, 2008; note: % of control where 0% means no effect; nearly all actives have a fitted effect of over 55% in size
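qHTS luciferase splicing reporter: luminescence rises when SMN2 exon 7 is included in transfected HEK293 cells. Compound exposure lasted 30-36 h at 37C, with 4.5 mM final sodium butyrate as control, followed by a ONE-Glo read.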
Lamin A splicing – qHTS Assay for Modulators of Lamin A Splicing; HeLa LMNA splicing GFP/RFP minigene ratio, 48 h; Potency, µM (series often up to 46.1 µM), for the others: at the highest dose ratio change, negative = inhibition, hits mostly inhibitors; actives 0.01% (n = 200,000); AID 1487, 2009; active = well fitted inhibition curve with a large enough effect in the signal ratio, with a control signal flat, not every such curve was filed as active; inconclusive = small, poorly fitted or top-dose-only effect, or effect the other way, or a change in a side signal; the % refers to the signal ratio; note: % is set by controls: 0 for no effect and ±100 for the full control effect
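Read-out is the ratio of GFP to DsRed2 object intensity, acquired by 488 nm laser-scanning cytometry on HeLa lamin A-EGFP minigene reporter cells. Compound incubation 48 hrs at 37 °C in Opti-MEM with 2% FBS; DMSO 0.5% final.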
TexasRed fluor – Total Fluorescence Counterscreen for Inhibitors of the Interaction of Thyroid Hormone Receptor and Steroid Receptor Coregulator 2 | Potency, µM (doses to about 106 µM), inactives show at the top dose fluorescence change, negative = quenching | TRb/SRC2 Texas Red total fluorescence interference | AID 1479, 2009 | actives 0.29% (n = 280,000); active = well fitted curve in either direction with a large enough effect; inconclusive = small, poorly fitted or top-dose-only effect; note: % is set by controls: 0 for no effect and ±100 for the full control effect
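Human TRβ ligand-binding domain (0.6 uM) and Texas Red SRC2 peptide (20 nM) in Tris buffer with 1 uM T3 and 5% DMSO were incubated with pinned compound for 5 hr at ambient temperature. Total fluorescence was computed as S + 2P (555/632 nm).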
The depositor's hits bear a star; i = inactive; ? = inconclusive; . = no result given; & = joins results of further samples; [ ] = remark or other dose. Unless noted, calls come from the whole dose curve; as a rule, active = well fitted curve in the direction sought with a large enough effect; inconclusive = small, poorly fitted or top-dose-only effect, or another doubt; inactive = no such curve, though single readings can be large; an effect the other way counts as inactive or inconclusive. Potency is the fitted concentration of half-maximal effect. These rows are one share of the data (hit frequency here may not be typical).

compound	GoLoco inh red	JMJD2E inh	ALDH1A1 block	SMN2 splice up	TRb-SRC2 inh	Lamin A splicing	RECQ1 helicase	TexasRed fluor
Cc1ccc(OC(=O)c2ccccc2C(=O)OCC(F)(F)C(F)F)cc1	10%	-2%	-15%	24%	10%	5%	1%	-2%
O=C(/C=C/c1ccco1)OCc1nnc(-c2ccccc2)o1	6%	0%	?	16%	2%	15%[46 µM]	-12%	-6%
COc1ccc(S(=O)(=O)N2CCN(c3ccccc3)CC2)cc1	6%	-28%	?	.	0%	11%[46 µM]	i	-2%
Cn1c(=O)cc(SCC(=O)NCCC2=CCCCC2)c2ccccc21	1%	-5%	?	1%	10%	-11%	i	2%
CCCCn1cnc2c(=S)nc(N)[nH]c21	-7%	-9%	-17%	.	-3%	25%[46 µM]	0%	-3%
O=C(COC(=O)C1CC(=O)N(Cc2ccccc2)C1)c1ccc(F)cc1 (stereo not given)	-17%	-5%	-5%	12%	-2%	-11%[46 µM]	-7%	0%
c1cnc2ccc3ncccc3c2c1	-2%	18µM*	.	.	-10%	.	3%	-3%
CC(=O)Nc1cccc(Oc2cc(C#N)c(C#N)cc2N2CCCCCC2)c1	8%	?	?	11%	-9%	13%	-21%	0%
O=C(CN1CCOCC1)N/N=C/c1ccc(-c2cccc(Cl)c2Cl)o1	5%	?	-11%	.	11%	.	i	-1%
COc1ccc(S(=O)(=O)Nc2nc3n(n2)C(c2ccc(Cl)cc2)CC(=O)N3)cc1 (stereo not given)	5%	2%	?	5%	4%	-5%	-12%	-3%
COc1ccc(-c2c(-c3ccc(O)cc3O)n[nH]c2C(F)(F)F)cc1	-7%	-15%	-6%	.	2%	.	-7%	-2%
CSC1=N/C(=C\c2c(F)cccc2Cl)C(=O)S1	2%	-5%	-9%	?	1%[53 µM]	-5%	-3%	0%[53 µM]
COc1cc(C(=O)Nc2ccc3oc(-c4cccnc4)nc3c2)cc(OC)c1OC	6%	?	?	-44%[inhibitor]	1%	?	-3%	0%
COc1cccc(CN2CCN(Cc3cccc4c3OCO4)CC2CCO)c1 (stereo not given)	7%	-2%	-13%	.	-4%	-2%[46 µM]	i	-5%
O=C(CSc1nnc(-c2ccncc2)n1-c1ccc(Cl)cc1)Nc1ccc(C(=O)O)cc1	-1%	-1%	6%	-11%	5%	.	7%	0%
CC1CCCN(C(=O)Cn2cnc3c2c(=O)n(C)c(=O)n3C)C1 (stereo not given)	6%	4%	?	1%	2%	7%	-3%	-5%
COc1ccc(NC(=S)N(CCCN2CCCCC2)Cc2cccs2)cc1	0%	8%	?	17%[1.84 µM]	3%	-8%	-1%	2%
Cc1ccc(Sc2cc(C)nc(-c3ccccn3)n2)cc1	4%	?	.	.	7%	.	1%	0%
COc1ccc(NC(=O)COc2ccc(/C=N/NC(=O)c3cccnc3)cc2OC)cc1	-2%	?	?	?	2%[53 µM]	-5%	5%	-2%[53 µM]
O=c1c(Cc2ccc(F)cc2)c(O)ccn1Cc1cccc(Cl)c1	-7%	14%	-17%	-45%[inhibitor]	-2%	?	-2%	0%
COc1ccc(/C=N/NC(=O)COc2cccc3cccnc23)cc1OC	8%	2%	13%	2%	-3%	-13%[46 µM]	-8%	-4%
COc1ccc2[nH]c(=O)c(CN(C(=O)COc3ccccc3)C(C)C)cc2c1	.	?	?	.	-1%	-6%	-5%	-1%
CCCC(=O)Nc1ccccc1N1CCN(C(=O)c2ccccc2)CC1	.	-1%	-15%	.	-3%	-6%	-12%	-1%
CCCCNC(=O)CCc1nc2cccnc2n1Cc1ccc(OC)cc1	5%	0%	?	-6%	-14%	3%	0%	1%
C/C(=N\N=C1/NC(=O)C(C)S1)c1ccco1 (stereo not given)	4%	-2%	-1%	-2%	3%	12%[46 µM]	i	-1%
COc1ccc(C2=C(CN(C)C)C(c3ccccc3)c3ccccc3O2)cc1 (stereo not given)	13%&8%	-5%&4%	6%&2%	-15%&-28%	-1%&-1%	?	-12%&-12%	-9%&-1%
COCCn1c(SCC(=O)NNC(=O)c2ccc(OC)c(OC)c2)nc2ccccc2c1=O	6%	6%	-7%	-8%	-4%	?	5%	-2%
CCc1nnc(NC(=O)COc2ccccc2[N+](=O)[O-])s1	-1%	-4%	-8%	.	2%	.	i	0%
O=C(N/N=C/c1ccc[nH]1)c1cc(-c2ccc(Cl)cc2)nc2ccccc12	12%	-27%	3%	-33%[inhibitor]	-3%	?	-17%	-2%
Cc1nc(NCC2CCCO2)c2nnn(Cc3ccccc3)c2n1 (stereo not given)	-15%	2%	22µM*	-13%	6%	?	-2%	1%
Cc1ccnc(NS(=O)(=O)c2ccc(NC(=O)Cc3cccs3)cc2)n1	38%[activator]	1%	-11%	-4%	0%	8%	25µM*	1%
COc1ccc(C2NC(=S)N(c3ccccc3)C(C)=C2C(=O)Nc2ccccc2)cc1 (stereo not given)	-2%	-9%	2µM*	3%	-15%	-11%	i	4%
Cc1cc(C)c(C#N)c(SCC(=O)Nc2ccccc2C)n1	20%	-13%	-1%	4%	-2%	12%[46 µM]	5%	-2%
C(#Cc1ccccc1)CN1CCN(c2ccccn2)CC1	6%	-8%	-3%	-7%	-1%	-6%	i	-3%
Cc1ccc(S(=O)(=O)Nc2nc3cc(C)c(C)cc3[nH]2)cc1	5%	-9%	0%	-18%	-2%	-4%[46 µM]	-4%	1%
CN(C)c1nc(SCCOC(=O)Nc2ccccc2)nc(N(C)C)n1	.	-9%	?	.	16%	?	-8%	-1%
Cn1c(=O)n(Cc2ccccc2Br)c2ccccc21	8%	6%	-2%	3%	5%	?	i	-1%
CCOCCCn1c(SCC(=O)Nc2cc(C(C)(C)C)nn2-c2ccccc2)nc2ccccc2c1=O	17%	15%	-6%	-25%	4%	?	-16%	-1%
Cc1ccc(C(=O)NCC(=O)OC(C)C(=O)Nc2ccc(N3CCOCC3)cc2)s1 (stereo not given)	12%	4%	.	.	-5%	.	-10%	-2%
Cc1ccc(C(=O)NC(=S)NCc2cccnc2)c(C)c1	-1%	9%	7%	.	-4%	.	-19%	-2%
COc1ccc(Br)cc1C(=O)Nc1ccc(Cc2ccncc2)cc1	-7%	-8%	50%[activator]	-29%	3%	14%	-11%	1%
O=C(NCc1cccs1)c1csc2c1CCCCC2	7%	2%	?	-8%	5%	14%	i	-1%
CC1CCC(NC(=O)COc2ccccc2C(N)=O)CC1 (stereo not given)	-30%	-3%	-6%	7%	6%	-2%	-5%	0%
Oc1ccc(CCC2CCCCN2Cc2nc(C3CC3)no2)cc1 (stereo not given)	5%	4%	0%	.	-3%	-7%[46 µM]	-10%	-2%
COc1ccc(N/N=C(\C#N)C(=O)NCCc2ccc(OC)c(OC)c2)cc1	-13%	-15%	?	.	-3%	.	-12%	-3%
O=C(c1ccc(CN2CCOCC2)cc1)N1CCC(Cc2ccccc2)CC1	0%	0%	-3%	-15%	1%	-10%	-7%	-6%
CCc1ccc2c(COC(=O)CNS(=O)(=O)c3ccc(NC(C)=O)cc3)cc(=O)oc2c1	11%	1%	?	14%	-3%	-3%	6%	2%
CCCn1c(SCC(=O)Nc2nnc(C)s2)nnc1-c1ccoc1C	-18%	-10%	-2%	-7%	-18%	11%	-4%	0%
O=C1CNC(=O)N1Cc1ccc(Br)cc1	12%	4%	-5%	16%	2%	8%	i	-7%
COc1ccc(Br)cc1CNC(C)c1ccccc1 (stereo not given)	-10%	4%	8%	11%	2%	?	-3%	-2%

Whole records as entered above. Order of screens: GoLoco inh red	JMJD2E inh	ALDH1A1 block	SMN2 splice up	TRb-SRC2 inh	Lamin A splicing	RECQ1 helicase	TexasRed fluor
COc1ccc(N/N=C(\C#N)C(=O)NCCc2ccc(OC)c(OC)c2)cc1 is listed with -13%	-15%	?	.	-3%	.	-12%	-3%
CC1CCC(NC(=O)COc2ccccc2C(N)=O)CC1 (stereo not given) is listed with -30%	-3%	-6%	7%	6%	-2%	-5%	0%
COc1ccc(C2NC(=S)N(c3ccccc3)C(C)=C2C(=O)Nc2ccccc2)cc1 (stereo not given) is listed with -2%	-9%	2µM*	3%	-15%	-11%	i	4%
COc1ccc(Br)cc1C(=O)Nc1ccc(Cc2ccncc2)cc1 is listed with -7%	-8%	50%[activator]	-29%	3%	14%	-11%	1%
Oc1ccc(CCC2CCCCN2Cc2nc(C3CC3)no2)cc1 (stereo not given) is listed with 5%	4%	0%	.	-3%	-7%[46 µM]	-10%	-2%
